DRD3 antagonist: antagonists of human D3 dopamine receptor; P35462; 2.5% of 360,000 active; D3R cells, DiscoveRx beta-arrestin luminescence, antagonist mode; stronger effect = lower value; AID 652054; max response, negative = inhibition, %; in the data active = max response below about -50%; inconclusive = no clear call, values can overlap the other calls; note: % is set by controls: 0 for no effect and ±100 for the full control effect; mostly tested at two doses, the higher about 12 µM
Target sequence (P35462 whole entry, looked up): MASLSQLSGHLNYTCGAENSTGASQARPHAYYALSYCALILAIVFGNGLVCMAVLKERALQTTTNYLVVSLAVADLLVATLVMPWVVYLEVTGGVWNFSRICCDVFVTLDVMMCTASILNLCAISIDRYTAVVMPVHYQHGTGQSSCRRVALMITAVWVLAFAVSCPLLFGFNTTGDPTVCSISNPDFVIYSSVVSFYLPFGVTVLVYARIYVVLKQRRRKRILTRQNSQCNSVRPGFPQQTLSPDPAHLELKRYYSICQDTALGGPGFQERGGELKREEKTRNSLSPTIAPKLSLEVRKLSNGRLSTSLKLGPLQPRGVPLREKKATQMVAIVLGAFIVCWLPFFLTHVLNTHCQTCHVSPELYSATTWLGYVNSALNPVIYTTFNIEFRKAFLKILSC
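Cells plated overnight at 1500 cells/well, then exposed to library compounds with dopamine controls for 90 minutes at 37 degrees C. DiscoveRx reagent added for 30–60 minutes at room temperature; luminescence read, quantitative HTS format.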
SW480 rereplic: DNA re-replication induction in SW480 cells; SW480 DNA re-replication, Hoechst DNA content imaging, 48 h; Potency, µM (highest dose often 46.1 µM), for inactives: at the highest dose re-replication activation, most hits filed as activators; 1.8% of 340,000 active; note: potency is the fitted concentration of half-maximal effect; % of control where 0% means no effect; nearly all actives have a fitted effect of over 55% in size
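SW480 cells exposed to compounds for 48 hr at 37 C, 5% CO2, then Hoechst-stained 40 min. Nuclear DNA content imaged by fluorescence scanning (405 nm excitation, 500-530 nm emission); re-replication scored as increased high-intensity nuclei.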
KB-V1 cytotox: KB-V1 MDR subline cytotoxicity. KB-V1 MDR cells viability, CellTiter-Glo, 72 h. Potency, µM (series often up to 46.1 µM), for the others: at the highest dose activity change, negative = cytotoxicity, usual class: cytotoxic. 3.4% of 400,000 active; note: potency is the fitted concentration of half-maximal effect; % is set by controls: 0 for no effect and ±100 for the full control effect; nearly all actives have a fitted effect of over 60% in size
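Readout: CellTiter-Glo luminescence, 10 min after addition. Cells: KB-V1 MDR subline, 72 h at 37 degrees C with compound. Analysis: corrected, normalized data fitted to concentration-effect curves.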
KB-3-1 tox: kills parental KB-3-1 adenocarcinoma cells. KB-3-1 viability, CellTiter-Glo ATP luminescence, 72 h. Potency, µM (top dose mostly 46.1 µM), inactives show top-dose activity change, negative = cytotoxic, usual class: cytotoxic. 1.4% of 400,000 active. AID 1347075; note: potency is the fitted concentration of half-maximal effect; % is set by controls: 0 for no effect and ±100 for the full control effect; nearly all actives have a fitted effect of over 60% in size
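Using CellTiter-Glo luminescence, growth of non-resistant KB-3-1 adenocarcinoma cells is assessed 72 h after pin-tool compound addition at 37 °C. Normalized responses across the concentration series yield fitted curves.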
DRD3 agonist: D3 dopamine receptor (human) agonism; D3R DiscoveRx beta-arrestin cells, luminescence, 90 min; max activation, %; P35462; 0.58% of 410,000 active; in the data active = max activation above about 30%; note: 0% is about no effect; mostly tested at two doses, the higher about 12 µM
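Agonist mode: compounds and dopamine controls were applied to plated cells for 90 min at 37 degrees C after an overnight attachment at 1500 cells/well. Luminescent read-out followed 30 - 60 minutes at room temperature with DiscoveRx detection reagent.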
IL1B secr inh: blocks inflammasome-driven IL-1 beta release. THP-1 LPS/ATP IL-1B secretion, AlphaLISA, 16 h; stronger effect = lower value. activity change, % at 57.5 µM. 4.7% of 360,000 active. AID 743279; in the data active = activity change below about -50%; inconclusive = mostly about -30% to -49%; note: % is set by controls: 0 for no effect and ±100 for the full control effect
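Secreted IL-1B measured by AlphaLISA bead assay after 16 h compound exposure of THP-1 cells; compounds (final up to 57.5 uM) added 1 h before LPS (250 ng/mL) and ATP (1.25 mM) stimulation; lower signal means less secretion.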
HT1080 IDH1KD tx: kills HT-1080 cells with IDH1 knockdown. HT-1080 IDH1 knockdown viability, ATP luminescence, 48 h. Potency, µM (top dose mostly 46.1 µM), for the others: at the highest dose activity, negative = toxicity, most hits filed as cytotoxic. 2% of 360,000 active;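 note: potency is the fitted concentration of half-maximal effect; 0% = DMSO wells and -100% = cell-free medium wells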
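Using the IDH1-knockdown HT-1080 line run in the same batch and compound series as the NT line, viability after 48 h at 37 °C was determined by CellTiter-Glo luminescence and expressed as % activity.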
HT1080-NT tox: kills 2HG-producing HT-1080-NT fibrosarcoma cells | HT-1080-NT fibrosarcoma viability, CellTiter-Glo ATP luminescence, 48 h | Potency, µM (top dose mostly 46.1 µM), for the others: at the top dose activity, negative = less viability, actives largely listed as cytotoxic | 1.6% of 360,000 active | AID 686970;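 note: NT is the 2HG producing partner of a matched IDH1 knockdown line; potency is the fitted concentration of half-maximal effect; 0% = DMSO-treated cells and -100% = media-only wells without cells; nearly all actives have a fitted effect of over 55% in size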
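Compounds were tested in concentration-response format on HT-1080-NT cells for 48 hours at 37 degrees C. Cell viability came from CellTiter-Glo luminescence; curves were classified by r2, response magnitude and activity.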
GLP-1R agonist: GLP-1 receptor (human) agonism; P43220; HEK293 GLP-1R CRE-luciferase, luminescence, 4-6 h; cells express a hypersensitive GLP-1R form; Potency, µM (highest dose often 45.6 µM), without a hit: at the top dose activation, actives largely listed as activators; 0.007% of 380,000 active; AID 624172; note: potency is the fitted concentration of half-maximal effect; % of control where 0% means no effect
Target sequence (P43220 whole entry, looked up): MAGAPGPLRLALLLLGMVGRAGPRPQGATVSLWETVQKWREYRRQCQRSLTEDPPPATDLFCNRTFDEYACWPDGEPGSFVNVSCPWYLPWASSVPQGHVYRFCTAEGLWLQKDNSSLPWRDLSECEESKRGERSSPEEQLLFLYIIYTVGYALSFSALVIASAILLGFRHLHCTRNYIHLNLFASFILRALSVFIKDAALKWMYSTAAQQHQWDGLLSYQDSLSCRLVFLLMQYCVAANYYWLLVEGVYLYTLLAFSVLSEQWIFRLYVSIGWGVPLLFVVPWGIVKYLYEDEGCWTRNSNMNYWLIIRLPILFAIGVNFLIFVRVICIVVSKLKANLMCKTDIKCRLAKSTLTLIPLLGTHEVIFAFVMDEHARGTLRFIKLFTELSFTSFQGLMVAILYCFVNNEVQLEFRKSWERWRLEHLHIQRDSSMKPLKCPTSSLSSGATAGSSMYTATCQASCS
Numbers without * were called inactive; ? = inconclusive; . = not tested or not shown; [ ] = remark or other dose. Unless noted, calls come from the whole dose curve; as a rule, active = well fitted curve in the direction sought with a large enough effect; inconclusive = small, poorly fitted or top-dose-only effect, or another doubt; inactive = no such curve, though single readings can be large; an effect the other way counts as inactive or inconclusive.

Compound,HT1080-NT tox,HT1080 IDH1KD tx,DRD3 antagonist,IL1B secr inh,KB-V1 cytotox,KB-3-1 tox,DRD3 agonist,SW480 rereplic,GLP-1R agonist
CN(C)c1nc(N)nc(Cn2nnc(-c3ccc(C(F)(F)F)cc3)n2)n1,13.6%,15.7%,4.7,4.4,-26.2%,-16.2%,-2.0,-5.4%,0.4%
CN(C)CCCCOc1cccc(Br)c1,4.8%,3.6%,-4.4,9.5,-5.9%,0.4%,-7.1,5.9%,0.2%
N#Cc1c(N)c2ccccn2c1C(=O)c1ccc(Br)cc1,-14.5%,-15.7%,-6.4,-1.8,-4.5%,-24.4%,-3.5,?,10.9%
COc1ccc(C)cc1NC(=O)CNC(=O)[C@@H]1Cc2ccccc2CN1,2.1%,15.6%,-7.2,0.5,-1.1%,3.4%,-1.2,-11.4%,-2.3%
Cc1ccc(NC(=O)c2cccnc2)c([N+](=O)[O-])c1,-9.2%,-18.5%,10.8,?,?,?,10.1,?,-2.0%
Cc1cc(C)cc(C(=O)NCC(=O)OCC(=O)Nc2cccnc2Cl)c1,9.7%,5.2%,0.0,0.0,?,2.1%,-1.3,-3.5%,-3.7%
COc1ccc(CC(=O)NNS(=O)(=O)c2ccccc2[N+](=O)[O-])cc1OC,10.9%,4.7%,4.5,-10.3,10.2%,8.5%,5.1,0.1%,0.1%
COc1ccc(C(O)c2ncc(-c3cccc(OCc4ccccc4)c3)[nH]2)cc1F (stereo not given),-27.6%,?,2.2,3.4,-0.2%,0.0%,17.6,.,-5.6%
CCC/C(O)=C1\C(=O)CC(C)(C)CC1=Nc1cccc([N+](=O)[O-])c1,3.7%,-6.1%,18.5,-6.0,-3.2%,16.0%,3.9,9.9%,25.1%
O=C(CSc1nnc(C2CC2)n1-c1ccccc1)NCCN1C(=O)CSC1=O,0.8%,-4.0%,-12.3,-2.9,-0.7%,2.2%,2.3,-6.4%,-6.2%

Next part:
Compound,HT1080-NT tox,HT1080 IDH1KD tx,DRD3 antagonist,IL1B secr inh,KB-V1 cytotox,KB-3-1 tox,DRD3 agonist,SW480 rereplic,GLP-1R agonist
CCNC(=S)N(Cc1cc2cc(C)c(C)cc2[nH]c1=O)C1CCCC1,-11.0%,-3.7%,4.5,0.0,-26.8%,9.7%,7.8,-9.1%,18.6%
CCOc1ccc(N2C(=O)CC(NC3CCN(C(=O)c4cccs4)CC3)C2=O)cc1 (stereo not given),5.8%,7.9%,17.8,5.9,21.5%,5.3%,0.0,-0.7%,-0.8%
Cc1nn(-c2ccccc2)c(OC(=O)c2ccc(F)cc2)c1S(=O)(=O)c1ccccc1,.,.,.,.,?,18.9%,2.2,.,-3.0%
O=C(CSc1nnc(NC(=O)C2CC(=O)N(c3ccc(F)cc3)C2)s1)NCC1CCCO1 (stereo not given),12.4%,1.1%,6.7,-2.4,.,.,-1.7,3.3%,2.3%
CCc1ccccc1-n1c(SCC(=O)N2CCCC2)nnc1-c1ccccn1,10.0%,10.3%,15.1,-9.6,-3.9%,23.5%,0.4,3.2%[9.22 µM],-2.1%
Cc1cc(C)n(C(=O)c2cccc(S(=O)(=O)N3CCCCC3)c2)n1,-0.7%,-2.6%,6.1,-8.2,-1.9%,1.2%,2.5,6.2%,2.0%
CC(C)CSc1n[nH]c(=S)s1,0.5%,2.3%,-2.3,20.5,-2.2%,11.1%,1.5,1.0%,-3.8%
Cc1ccc(S(=O)(=O)N2CCN(CC(O)CN3CCOCC3)CC2)cc1 (stereo not given),1.5%[9.24 µM],-1.3%,-12.3,-0.7,-6.2%,1.8%,-2.2,?,13.4%
CCOc1ccc2cc(C3CC(c4ccco4)=NN3S(=O)(=O)c3ccccc3)c(Cl)nc2c1 (stereo not given),-16.7%,-22.1%,-10.3,-19.1,5.8µM*,-2.5%,2.9,22.2%,-9.5%
Cc1ccc(N2CCN(C(=O)c3cc(C(=O)c4ccccc4C)c[nH]3)CC2)c(C)c1,9.5%,5.1%,0.5,?,?,?,2.2,14.9%,4.4%

The results go on:
Compound,HT1080-NT tox,HT1080 IDH1KD tx,DRD3 antagonist,IL1B secr inh,KB-V1 cytotox,KB-3-1 tox,DRD3 agonist,SW480 rereplic,GLP-1R agonist
CCOC(=O)c1c(CN(C)C)n(-c2ccccc2)c2cc(Br)c(OC)cc12,?,?,19.5,-7.9,20.6µM*,?,2.5,?,2.0%
Cc1ccc(C)c(N2C(=O)c3ccc(C(=O)Nc4ccccn4)cc3C2=O)c1,3.4%,6.3%,8.1,16.9,?,5.8%,2.5,.,1.8%
CC(=O)N1Cc2cc(C(=O)NCc3cccc(F)c3)nc(-c3cccc(C4=CCCCC4)c3)c2[C@H]1CCO,?,?,40.6,?,-10.4%,-24.8%,5.8,.,-2.6%
COc1cc2c(C(=O)N3CCN(c4ccc(C)cc4)C(C)C3)cn(CC(C)C)c(=O)c2cc1OC (stereo not given),.,.,.,.,-13.1%,-15.1%,5.1,.,2.8%
CCOc1ccc(NC(=O)C(c2ccccn2)N(C(=O)CCl)c2ccc(OCC)cc2)cc1 (stereo not given),-17.4%,-15.2%,-0.7,0.0,33.5%,-15.2%,0.3,8.8%,-0.1%
COc1ccc(C2=C(C=C(C#N)C#N)C(c3ccccc3C)c3ccccc3O2)cc1OC (stereo not given),-5.2%,-13.5%,33.0,-18.0,14.6µM*,22.1%,3.5,?,5.0%
Cn1c(=O)[nH]c(=O)c2[nH]c(CN3CCN(Cc4ccccc4)CC3)nc21,-2.3%,3.2%,6.1,-13.3,10.1%,-10.2%,-2.2,-17.7%,1.7%
Cc1ccc(C(=O)N/N=C\c2cc3c(cc2Br)OCO3)s1,?,-29.9%,-65.5*,-15.4,-11.8%,-8.5%,-34.8,?,17.0%
CCCCCNC(=O)c1ccc2c(=O)n(CCc3ccccc3)c(=O)[nH]c2c1,.,.,.,.,10.7%,-8.6%,3.9,.,-7.0%
Cc1ccc(SCc2cn3c(C)cc(C)nc3n2)cc1,7.3%,-1.4%,4.4,-6.5,-10.9%,0.0%,6.7,-8.9%,27.6%

(next part)
Compound,HT1080-NT tox,HT1080 IDH1KD tx,DRD3 antagonist,IL1B secr inh,KB-V1 cytotox,KB-3-1 tox,DRD3 agonist,SW480 rereplic,GLP-1R agonist
Cc1nc(SCC(=O)Nc2ccc(Br)cc2)[nH]c(=O)c1Cc1ccccc1,.,.,.,.,16.9%,-3.7%,7.7,.,-1.3%
COC(=O)N/N=C/c1ccc(/C=N/NC(=O)OC)cc1,4.6%,18.9%,1.1,11.0,2.7%,5.7%,-2.0,0.0%,5.8%
COCC(C)n1c(SCC(=O)N2CCOCC2)nc2ccccc2c1=O (stereo not given),2.8%,-0.3%,-16.6,-24.9,0.0%,2.8%,3.6,-0.7%,-1.0%
Cc1csc2c(=O)sc(NC(=O)c3ccco3)nc12,10.6%,7.6%,3.1,12.8,18.3%,9.9%,2.1,0.2%,3.3%
C=CCn1c(COc2cccc(C)c2)nnc1SCC(=O)NC(=O)NCc1ccco1,9.2%,16.8%,12.7,14.9,-5.1%,4.3%,5.0,-1.1%,-3.1%
COc1cc2c(cc1OC)C1(Nc3c-2c(-c2ccccc2)nn3-c2ccccc2)C(=O)Nc2ccccc21 (stereo not given),?,-30.0%,-9.3,7.0,?,?,3.2,5.17µM*,-3.0%
CCCC[C@@H]1CC2=C(C(=O)OC(C)(C)O2)[C@@H](c2ccc(Cl)cc2)O1,13.1%,10.2%,-19.8,4.8,-4.3%,-0.2%,-2.3,.,-2.6%
CCC(c1nnc(SCC(=O)NNC(=O)c2ccccc2)n1Cc1ccccc1)N(C)C (stereo not given),-8.5%,-1.1%,-4.8,-8.3,-1.7%,-3.4%,-8.6,13.0%,5.5%
C=CC[C@@H](CC(=O)NCCO)C(=O)NCCOC(=O)[C@@H](CC=C)Cc1ccc(F)cc1,-1.4%,-0.5%,-4.7,27.0,-1.6%,0.0%,0.0,2.4%,8.3%
CN(C)/C=C/C(=O)c1ccc(Cl)cc1,-0.1%,-24.0%,-7.3,-18.9,-9.4%,0.4%,-8.5,-0.6%,2.9%

Copied from the list:
For IL1B secr inh, `CCC(c1nnc(SCC(=O)NNC(=O)c2ccccc2)n1Cc1ccccc1)N(C)C` (stereo not given) reads -8.3
For IL1B secr inh, `C=CC[C@@H](CC(=O)NCCO)C(=O)NCCOC(=O)[C@@H](CC=C)Cc1ccc(F)cc1` reads 27.0

More results follow.
Compound,HT1080-NT tox,HT1080 IDH1KD tx,DRD3 antagonist,IL1B secr inh,KB-V1 cytotox,KB-3-1 tox,DRD3 agonist,SW480 rereplic,GLP-1R agonist
O=C(COC(=O)C1CCC(=O)N1)Nc1ccccc1OC(F)F (stereo not given),13.5%,19.9%,21.2,0.0,10.9%,-1.9%,2.5,0.6%,0.2%
Cc1cccc(CN2CCN(CC(=O)NCCCN3CCCC3=O)C2=O)c1,12.8%,7.7%,-3.2,6.1,-10.0%,4.2%,-1.9,6.2%,-17.9%
Cc1cc(C)c(C#N)c(OCC(=O)c2ccc(Br)cc2)n1,-14.9%,?,-5.0,6.2,5.8µM*,34.3%,8.6,?,12.0%
COc1cc(OC)cc(-c2c(-c3ccc(F)cc3)c3cc(-c4cnc(OC)nc4)ccc3n2C)c1,5.8%,1.6%,18.5,5.8,?,0.0%,0.6,-3.1%,3.8%
O=c1c2[nH]cnc2n(-c2ccccc2)c(=O)n1Cc1ccccc1,-5.0%,-8.7%,-21.7,2.8,-6.3%,1.8%,-7.9,-7.7%,5.7%
Clc1ccccc1-c1cnc2sc(NCc3ccc4c(c3)OCO4)nn12,?,?,98.8,-5.6,0.5%,-0.3%,2.8,.,13.6%
